# Screening data from PubChem.
# mHtt clearance: clearance of mutant huntingtin inclusions, primary screen, imaging, HeLa Exon1htt(103Q)mCFP, confocal imaging. aggregate imaging; zero = plate's median compound well. inhibition, % at 1.5 µM. 47,000 compounds, 0.42% hits. AID 853, 2007;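 active = inhibition of aggregate fluorescence above about 70%, also judged a hit by eye on the cell image, limit read from the data, passing the limit was not always enough; inconclusive = no rule stated for this call; inactive = not judged a hit on image review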;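 also: cells exposed to compound for three days before fixation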
# mHtt clearance grain fraction: also measured in mHtt clearance; calls as there; fraction fluorescence in grains; measured here: aggregate grain fluorescence fraction; hits give low values;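 scaled fraction of total cell fluorescence in grains with unit not stated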
# Starred values were filed as active, the others as inactive; i = inactive; u = inconclusive; x = no result given.
SMILES,mHtt clearance,mHtt clearance grain fraction
O=C(COc1ccccc1)NC(=S)Nc1ccc2c3c(cccc13)CC2,-21.8,28.4
CCN(CC)S(=O)(=O)c1cccc2cc(C(=O)O)c(O)cc12,20.9,26.5
Cc1ccc(-c2cc(C(=O)O)n[nH]2)o1,49.0,9.05
O=C1CC(NCc2ccncc2)C(=O)N1c1ccc(Cl)cc1 (stereo not given),-15.4,36.5
COc1ccc(-n2c(CSc3nc(C)cc(C)n3)nnc2SCC(=O)Nc2nccs2)cc1,10.7,38.7
O=[N+]([O-])c1cc(/C=N/O)ccc1Sc1ccccc1,-0.8,38.1
O=C(NC1CCCCC1)c1cc2nc(-c3ccco3)cc(C(F)(F)F)n2n1,-81.3,33.4
CC(c1cccnc1)N(CCN(C)C)C(=O)Nc1ccc(Cl)cc1 (stereo not given),-320.3,172
COC(=O)C1CC(=O)N(CCc2c[nH]c3ccccc23)C1 (stereo not given),-6.0,33.6
Cn1nc(-c2ccc(Cl)cc2)c2cc(C(=O)NC3CC3)sc21,-39.8,63.1
COc1ccc(N2CCN(C(=O)NC34CC5CC(CC(C5)C3)C4)CC2)cc1,-343.1,136
Cc1ccc(SCC(=O)c2cc(C)c(OC(=S)N(C)C)c(C)c2)cc1,-8.7,23
Cc1nnc(SCC(=O)NCc2ccco2)n1Cc1ccccc1,2.0,22.9
CCOC(=O)c1c(NC(=O)c2csc(C)c2)sc(C(C)=O)c1C,78.2*,4.3*
Cc1[nH]nc2c1C(C(C)C)C(C#N)=C(N)O2 (stereo not given),37.0,21.1
CCNS(=O)(=O)c1ccc(C)c(-n2cnnn2)c1C,14.7,15.2
COc1ccc(-c2cc(C(F)(F)F)nc(NCc3cccnc3)n2)cc1,-7.9,38.6
N#Cc1c(N)nc(SCC(=O)NCc2ccc3c(c2)OCO3)c(C#N)c1-c1cccs1,-23.5,41.4
COc1cccc(N(C(=O)c2ccn[nH]2)C2(C(=O)Nc3c(C)cccc3C)CCCCC2)c1,-47.8,65.3
O=C(O)c1cn(-c2ccccc2)nc1-c1cccnc1,36.6,14.8
C=CCn1c(N)c(C(=O)OCC)sc1=S,37.2,25
Clc1ccccc1CN(Cc1ccco1)Cc1nnnn1C1CCCC1,47.8,9.38
CC1=C(C(=O)Nc2ccc(C)cc2)C(c2ccc(C)o2)C2=C(CC(C)(C)CC2=O)N1 (stereo not given),6.4,15.5
Cc1nn(C)cc1CNC(=O)Nc1ccc(Cl)c(Cl)c1,31.9,21.6
O=C(CCC(=O)N1CCCc2ccccc21)N1CCN(S(=O)(=O)c2ccccc2)CC1,8.8,35

# Remaining list, next part.
SMILES,mHtt clearance,mHtt clearance grain fraction
Cc1ccc(-c2nc3ccccc3o2)cc1NC(=O)c1ccc2c(c1)OCO2,28.3,14.1
O=C(CN1C(=O)COc2ccccc21)NCc1ccccn1,21.9,31.2
COc1cccc(C(=O)N/N=C(/c2ccccc2)c2ccccn2)c1,-10.6,43
CC(C)OC(=O)c1c(NS(=O)(=O)c2ccccc2)sc2c1CCCC2,-17.4,20.9
COc1cccc(C2=NOC(C(=O)NC(C)(C)C)C2)c1 (stereo not given),-22.7,45.1
CCCN(c1nc(C)cc(OC)n1)S(=O)(=O)c1ccccc1,9.5,33.3
CC(C)/C=C1\CCCCC1N(C)C(=O)NC(C)C (stereo not given),3.7,36.7
CCCNC(=O)CCc1c(C)nc2nc(-c3cc(OC)cc(OC)c3)nn2c1C,-41.0,33.3
COC(=O)C1CSc2[nH]c(=O)sc2C1c1ccc(OC)c(OC)c1 (stereo not given),-16.6,46.9
NC(=O)C1CCN(C(c2ccccc2)c2nnnn2C2CCCC2)CC1 (stereo not given),29.5,12.4
O=C(CSc1nnc(Cc2cc(=O)[nH]c(=O)[nH]2)n1-c1ccc(Cl)cc1)NCC1CCCO1 (stereo not given),17.0,14.4
CCOC(=O)N1CCC(NC(=O)c2cccc3c2C(=O)N(CCOC)C3)CC1,-1.2,41.5
Nc1nc2n(n1)C(c1cccs1)CC(c1ccccc1)N2 (stereo not given),-23.5,27.3
CSc1ccc(Cl)c(C(=O)NCC(C)C)c1,28.9,15
Nc1ccc(C(=O)c2ccc3c(c2)OCCO3)cc1N,-58.9,70.2
Cc1ccccc1-c1nc(CN2CCC(C(=O)NCCCN3CCOCC3)CC2)c(C)o1,-48.0,27.3
COc1ccc(NC(=O)CCc2nc(-c3ccc(C)cc3)no2)c(OC)c1,-45.4,26.8
O=C(CSc1ncnc2nc[nH]c12)N1CCOCC1,2.3,19.8
CCCCOC(=O)C1=C(C)Nc2ncnn2C1c1ccc(OC)c(OC)c1 (stereo not given),35.6,20.4
Clc1ccc(SCCCCn2cncn2)cc1,-32.1,23.4
Cc1cc(NC(=O)C2CCCN(S(=O)(=O)c3c(C)noc3C)C2)n[nH]1 (stereo not given),52.9,21.2
CCn1cc(SCC(=O)N2CCOCC2)c2ccccc21,0.1,48.3
CC(=O)C1=C(O)C(=O)N(c2ccc(Br)cn2)C1c1ccccc1F (stereo not given),-16.0,50.1
Cc1nnc(SCC(=O)Nc2nsc(-c3ccc(C(C)(C)C)cc3)n2)s1,-33.0,49.1
O=[N+]([O-])c1cc(-n2cnnn2)ccc1N1CCC(Cc2ccccc2)CC1,14.8,25.7

# Further compounds follow.
SMILES,mHtt clearance,mHtt clearance grain fraction
COC(=O)c1ccc(N2C(=O)CC(N3CCC(O)(c4ccc(Br)cc4)CC3)C2=O)cc1 (stereo not given),4.5,18.7
Cc1cc(C)n(-c2nc3c(c(=O)[nH]c(=O)n3C)n2Cc2ccc(F)cc2)n1,-34.4,24.9
O=C(CCCNS(=O)(=O)c1ccc(Br)cc1)N1CC[C@@]2(O)CCCC[C@H]2C1,4.3,41.3
Cc1ccc(S(=O)(=O)NCCC(=O)Nc2nnc(C3CC3)s2)cc1C,-10.5,41.4
COCCn1c(-c2ccc(OC(F)(F)C(F)C(F)(F)F)cc2)nc2c1c(=O)[nH]c(=O)n2CC(C)C (stereo not given),-74.8,31.1
Cc1cc2ncn(/N=C/c3ccc([N+](=O)[O-])o3)c2cc1C,8.2,35.3
CN(C)S(=O)(=O)c1ccc(C(=O)Nc2cccc(C(=O)O)c2)cc1,-46.7,26
C=CCN1C(=O)C(CC(=O)Nc2ccc(C)cc2)SC1=Nc1c(C)n(C)n(-c2ccccc2)c1=O (stereo not given),17.3,26.2
Cc1onc(-c2ccccc2Cl)c1C(=O)Nc1nnc(-c2ccc(Br)cc2)s1,-115.3,104
COc1ccc(Cn2c(CCC(=O)Nc3ccc(CC#N)cc3)nc3cccnc32)cc1,-10.5,44.3
Cc1cc(C(=O)OCn2nnc3ccccc3c2=O)c(C)n1-c1ccccc1,-49.0,32.6
Nc1nc(C2CCCN2S(=O)(=O)c2ccc(Cl)cc2)cs1 (stereo not given),-9.3,40.9
COc1ccccc1N1CCN(C(=O)CSc2nnc(NC(=O)C3CCC3)s2)CC1,17.9,29.7
Cc1cc(OC(=O)CNC(=O)OC(C)(C)C)c2c(C)cc(=O)oc2c1,5.0,31.6
CC(C)CCNC(=O)NC(=O)COc1c(F)c(F)cc(F)c1F,6.4,39.4
Cn1c(-c2ccc(F)cc2)cnc1NCc1ccc(F)cc1,13.7,37.5
Cc1ccc(CNc2oc(C)nc2C#N)cc1,10.1,35.5
OC(C#CCN1CCCCC1)c1ccccc1 (stereo not given),-49.6,30.9
Cc1cc(N2CCN(c3ccccc3)CC2)nc(NCc2ccccc2)n1,-2.7,37.2
c1ccc(-c2ccc(OCCCn3cncn3)cc2)cc1,12.3,15.6
CCOC(=O)c1sc2ncn(/N=C/c3cccnc3)c(=O)c2c1C,-13.5,22.2
CCSc1nnc(NC(=O)CSc2ncccn2)s1,2.9,17.3
CC1CCCC(NC(=O)CSc2nnnn2C)C1C (stereo not given),22.1,26.4
COC(=O)C(O)(CC(=O)Nc1ccc(OC(F)(F)F)cc1)C(F)(F)F (stereo not given),-17.4,21.5
O=C(c1ccc(F)cc1)N1CCN(C2CC3CCC2C3)CC1 (stereo not given),1.4,42.8

# Two of the compounds above, with values ahead of the structure:
mHtt clearance,mHtt clearance grain fraction,canonical_smiles
-115.3,104,Cc1onc(-c2ccccc2Cl)c1C(=O)Nc1nnc(-c2ccc(Br)cc2)s1
-10.5,44.3,COc1ccc(Cn2c(CCC(=O)Nc3ccc(CC#N)cc3)nc3cccnc32)cc1

# (list continues)
SMILES,mHtt clearance,mHtt clearance grain fraction
COc1cc(OC)cc(-c2nnc(SCC(=O)N3c4ccccc4Sc4ccccc43)o2)c1,27.9,13.5
COCC(=O)Nc1nc2n(n1)C(c1ccccc1)CC(c1ccc(OC)cc1)N2 (stereo not given),34.7,24.4
COc1cccc(C(c2nnnn2Cc2ccc(F)cc2)N2CCC(C(N)=O)CC2)c1OC (stereo not given),u,x
Cc1cc(NC(=O)c2cncc(Br)c2)no1,-0.9,42.4
C=CCSc1nc2ccccc2n1S(=O)(=O)c1ccc(Cl)cc1,4.7,17
Cc1cc(C(=O)CSc2nnnn2-c2ccc(Cl)cc2)c(C)n1CC1CCCO1 (stereo not given),-20.7,42.9
CC(C)=C(NC(=O)c1ccccc1)C(=O)NCCCC(=O)O,-15.3,38.3
COc1cc(-c2nc3cnccc3n2C)cc(OC)c1OC,68.1,11.6
Cc1occc1C(=O)Nc1cccnc1,-119.8,42.7
Cc1ccc(S(=O)(=O)N(C)Cc2nc(-c3ccccn3)no2)cc1,-9.0,20.9
CCCCOC(=O)C1CCC[C@@H](C)N1 (stereo not given in full),-21.7,48.1
CC(=O)Oc1ccccc1C(=O)Oc1ccc(/C=N/n2cnnc2)cc1,-25.7,46.2
Cc1nc2ccccc2n1CCc1nc2c3ccccc3nc(SCC#N)n2n1,-44.6,62.8
Cc1ccc2c(c1)[C@H]1OCC[C@H]1[C@@H](c1ccncc1)N2,-6.2,55.3
CCOC(=O)Cc1csc(NC(=O)c2cnc3scc(C)n3c2=O)n1,-22.4,54.1
O=C1C2C(C(=O)N1CCc1ccccc1)C1C=CC2C12CC2 (stereo not given),-13.6,22.3
Cc1[nH]c(=O)[nH]c(=O)c1S(=O)(=O)N1CCCC(C(=O)NCCc2ccccc2)C1 (stereo not given),-6.3,40.4
COc1ccc(OC)c(-n2cnnn2)c1,7.2,19.4
CC(C)N(C(=O)CSc1nnc(CNc2ccc(F)cc2)o1)C(C)C,14.6,16.5
Cc1nc(CS(=O)c2ccc(Cl)cc2)cc(NCc2ccc(Cl)cc2Cl)n1 (stereo not given),-30.1,26.2
Cc1ccc(Cc2cnc(NC(=O)CN3CCOCC3)s2)cc1Cl,-14.6,44.1
Brc1cccc(-c2nnc3sc(CNCc4ccco4)cn23)c1,i,207
CCOc1cc(NC2CS(=O)(=O)CC2O)c(OCC)cc1NC(=O)c1ccccc1 (stereo not given),-4.7,38.8
O=C(NCC1CCCO1)C(c1ccc(F)cc1)N(Cc1ccc(F)cc1)C(=O)Cn1nnc(-c2cccs2)n1 (stereo not given),1.7,18
O=C(C1CCCN(Cc2ccc3c(c2)OCO3)C1)N1CCCC1 (stereo not given),38.6,24.1
COc1nc(NC2CCCCC2)nc(N2CCCCCC2)n1,62.7,7.28
Cc1ccc2c(CSc3nncs3)cc(=O)oc2c1,-6.9,36.2
CN1CCN(CC(=O)Nc2ccc(Cl)cc2Cl)CC1,21.5,15.2

# Arranged by length of the SMILES (low to high): some entries from above
SMILES,mHtt clearance,mHtt clearance grain fraction
Cc1occc1C(=O)Nc1cccnc1,-119.8,42.7
Cc1ccc(CNc2oc(C)nc2C#N)cc1,10.1,35.5
CC1CCCC(NC(=O)CSc2nnnn2C)C1C (stereo not given),22.1,26.4
CCn1cc(SCC(=O)N2CCOCC2)c2ccccc21,0.1,48.3
Nc1ccc(C(=O)c2ccc3c(c2)OCCO3)cc1N,-58.9,70.2
CCNS(=O)(=O)c1ccc(C)c(-n2cnnn2)c1C,14.7,15.2
Cc1nn(C)cc1CNC(=O)Nc1ccc(Cl)c(Cl)c1,31.9,21.6
O=C1CC(NCc2ccncc2)C(=O)N1c1ccc(Cl)cc1 (stereo not given),-15.4,36.5
Cc1ccc(Cc2cnc(NC(=O)CN3CCOCC3)s2)cc1Cl,-14.6,44.1
Cn1nc(-c2ccc(Cl)cc2)c2cc(C(=O)NC3CC3)sc21,-39.8,63.1
O=C(COc1ccccc1)NC(=S)Nc1ccc2c3c(cccc13)CC2,-21.8,28.4
CCCCOC(=O)C1=C(C)Nc2ncnn2C1c1ccc(OC)c(OC)c1 (stereo not given),35.6,20.4
CC(=O)C1=C(O)C(=O)N(c2ccc(Br)cn2)C1c1ccccc1F (stereo not given),-16.0,50.1
Cc1ccc(SCC(=O)c2cc(C)c(OC(=S)N(C)C)c(C)c2)cc1,-8.7,23
Cc1nc(CS(=O)c2ccc(Cl)cc2)cc(NCc2ccc(Cl)cc2Cl)n1 (stereo not given),-30.1,26.2
COc1ccccc1N1CCN(C(=O)CSc2nnc(NC(=O)C3CCC3)s2)CC1,17.9,29.7
Cc1ccccc1-c1nc(CN2CCC(C(=O)NCCCN3CCOCC3)CC2)c(C)o1,-48.0,27.3
COc1ccc(-n2c(CSc3nc(C)cc(C)n3)nnc2SCC(=O)Nc2nccs2)cc1,10.7,38.7
O=C(CCCNS(=O)(=O)c1ccc(Br)cc1)N1CC[C@@]2(O)CCCC[C@H]2C1,4.3,41.3
COC(=O)c1ccc(N2C(=O)CC(N3CCC(O)(c4ccc(Br)cc4)CC3)C2=O)cc1 (stereo not given),4.5,18.7
Cc1[nH]c(=O)[nH]c(=O)c1S(=O)(=O)N1CCCC(C(=O)NCCc2ccccc2)C1 (stereo not given),-6.3,40.4
C=CCN1C(=O)C(CC(=O)Nc2ccc(C)cc2)SC1=Nc1c(C)n(C)n(-c2ccccc2)c1=O (stereo not given),17.3,26.2

# This is a subset; rates above refer to the full screens.
